TDP-43 yeast inh: rescues yeast growth from TDP-43 toxicity; TDP-43 expressing yeast growth rescue, BacTiter-Glo, 24 h; Potency, µM (titrated, usually from 46.1 µM), for inactives: top-dose growth rescue (activation), hits mostly activators; hit rate 1.8% among 410,000; also: potency is read from the fitted curve at half-maximal effect; % of control where 0% means no effect; nearly all actives have a fitted effect of over 50% in size
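Yeast cells expressing TDP-43 under galactose induction are exposed to compounds for 24 hr at 30 deg C. BacTiter-Glo luminescence measures growth, so protective compounds score as activators.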
GLP-1R inv ag: GLP-1 receptor (human) inverse agonism; hit rate 1.6% among 410,000; Potency, µM (series often up to 38.3 µM), without a hit: top-dose activity change, negative = inhibition, actives largely listed as inhibitors; HEK293 GLP-1R CRE-luciferase, luminescence, 24 h; GLP-1R form is constitutively active; also: potency is read from the fitted curve at half-maximal effect; % is scaled to controls: 0 for no effect and ±100 for the full control effect; nearly all actives have a fitted effect of over 55% in size
Target sequence (P43220 whole entry, looked up): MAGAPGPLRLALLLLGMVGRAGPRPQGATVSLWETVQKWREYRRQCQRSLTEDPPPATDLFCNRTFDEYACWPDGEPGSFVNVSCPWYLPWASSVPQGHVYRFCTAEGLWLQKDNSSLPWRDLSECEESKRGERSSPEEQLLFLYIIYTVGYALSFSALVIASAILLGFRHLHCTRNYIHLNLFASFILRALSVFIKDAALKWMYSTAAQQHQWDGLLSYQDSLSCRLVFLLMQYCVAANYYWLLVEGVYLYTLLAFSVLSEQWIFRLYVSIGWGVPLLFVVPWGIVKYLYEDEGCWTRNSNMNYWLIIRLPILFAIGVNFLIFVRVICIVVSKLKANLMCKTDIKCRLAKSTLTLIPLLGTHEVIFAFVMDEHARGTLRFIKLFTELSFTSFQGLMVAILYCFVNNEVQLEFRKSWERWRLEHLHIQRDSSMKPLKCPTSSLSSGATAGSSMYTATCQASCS
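Seeding at 200 cells/uL, 12 h culture, 24 hr compound treatment, then luciferase reagent and a luminescence read; cells are HEK293 stably expressing a constitutively active GLP-1R plus cAMP-responsive luciferase.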
Akt phos inh: blocks phosphorylation of Akt; Neuro2A IGF-stimulated pAkt S473 HTRF, 20 min; hits give low values; activity change, % for hits at 50 µM; hit rate 0.32% among 360,000; in the data active = activity change below about -80%; inconclusive = mostly about -51% to -80%; also: % is scaled to controls: 0 for no effect and ±100 for the full control effect
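Neuro2A cells in DMEM with 0.5% FBS, overnight at 37 deg C, given compound at single 50 µM final, then IGF (6 nM final) for 20 min at 37 deg C. Lysed; phospho-Akt Ser473 by HTRF after 24 h, 665/615 ratio.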
Abeta yeast res: A-beta toxicity reversal in yeast; yeast expressing A-beta42, growth rescue, OD600, 48 h; response scale: 0% DMSO, 100% iron-clioquinol control; Potency, µM (doses to about 46.1 µM), for inactives: at the top dose growth rescue, usual class: activators; hit rate 0.063% among 410,000; also: potency is read from the fitted curve at half-maximal effect; nearly all actives have a fitted effect of over 55% in size
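Yeast growth medium received pinned compounds, then yeast cells expressing toxic A-beta were added; plates incubated at 30 C for 48 hr. Growth read as absorbance at 600 nm, normalized to DMSO and equimolar FeCl3 plus clioquinol controls.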
aSyn rescue: inhibitors of alpha-synuclein toxicity in yeast; Potency, µM (titrated, usually from 46.1 µM), inactives show at the top dose growth rescue (activation), hits mostly activators; hit rate 0.14% among 370,000; Yeast expressing alpha-synuclein, growth rescue, BacTiter-Glo, 24 h; also: potency is read from the fitted curve at half-maximal effect; % of control where 0% means no effect; nearly all actives have a fitted effect of over 65% in size
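Rescue of yeast growth: cells expressing toxic alpha-synuclein, induced in galactose at OD600 0.02, incubated with compound 24 h at 30 C. ATP luminescence quantified growth; inhibitors of toxicity appear as activators.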
Mm-Cpn inhibitor: M. maripaludis TRiC chaperonin inhibition; purified Mm-Cpn ATPase, ADP Transcreener TR-FRET; Potency, µM (top dose mostly 76.9 µM), inactives show at the top dose activity, negative = inhibition, actives largely listed as inhibitors; hit rate 0.031% among 330,000; AID 504842; also: potency is read from the fitted curve at half-maximal effect; % is scaled to controls: 0 for no effect and ±100 for the full control effect; nearly all actives have a fitted effect of over 80% in size
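Purified archaeal Mm-CPN (25nM final) preincubated 10 min at 37degC with compound, then 10uM ATP for 30 min at 37degC; ADP measured by HTRF Transcreener TR-FRET; buffer 30 mM TRIS pH 7.4, 100mM KCl, 5mM MgCl2, 1mM DTT.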
FUS yeast rescue: rescues growth of FUS-expressing yeast | S. cerevisiae FUS-expressing, growth rescue, OD600, 24 h | Potency, µM (top dose mostly 76.6 µM), for inactives: at the highest dose growth rescue (activation), most hits filed as activators | hit rate 0.24% among 390,000 | AID 1347120;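 also: potency is read from the fitted curve at half-maximal effect; plate controls were DMSO vehicle for no effect and reference control for full effect; nearly all actives have a fitted effect of over 55% in size; some results filed as inactive show a strong effect at the top dose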
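S. cerevisiae expressing FUS from galactose induction served as the toxicity model. Growth after 24hr at 30C, read as absorbance at 600 nm, indicates suppression of toxicity; compounds dosed at several concentrations.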
HEK293 tox: cytotoxicity counter-screen for GLP-1 receptor inverse agonists; HEK293 cAMP-luciferase reporter cells, luminescence, 24 h; Potency, µM (top dose mostly 38.3 µM), without a hit: top-dose activity change, negative = inhibition, usual class: inhibitors; hit rate 0.13% among 410,000;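 also: loss of luciferase light is scored as toxicity; potency is read from the fitted curve at half-maximal effect; % is scaled to controls: 0 for no effect and ±100 for the full control effect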
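Here, cytotoxicity is scored as loss of luminescence. The MLSMR collection was tested on cells seeded in medium containing 10% Nu serum, with a 24 hr compound exposure preceded by 12 hours of culture.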
PTHR1 agonist: PTHR1 (human) receptor agonism; hit rate 0.075% among 410,000; Potency, µM (doses to about 115 µM), without a hit: top-dose activation, hits mostly activators; HEK293 GP2 PTHR1 cells, GloSensor cAMP luminescence, 1 h; also: potency is read from the fitted curve at half-maximal effect; nearly all actives have a fitted effect of over 55% in size; some results filed as inactive show a strong effect at the top dose; inactives centre near -15; many of its hits are not listed in these tables
Target sequence (Q03431 whole entry, looked up): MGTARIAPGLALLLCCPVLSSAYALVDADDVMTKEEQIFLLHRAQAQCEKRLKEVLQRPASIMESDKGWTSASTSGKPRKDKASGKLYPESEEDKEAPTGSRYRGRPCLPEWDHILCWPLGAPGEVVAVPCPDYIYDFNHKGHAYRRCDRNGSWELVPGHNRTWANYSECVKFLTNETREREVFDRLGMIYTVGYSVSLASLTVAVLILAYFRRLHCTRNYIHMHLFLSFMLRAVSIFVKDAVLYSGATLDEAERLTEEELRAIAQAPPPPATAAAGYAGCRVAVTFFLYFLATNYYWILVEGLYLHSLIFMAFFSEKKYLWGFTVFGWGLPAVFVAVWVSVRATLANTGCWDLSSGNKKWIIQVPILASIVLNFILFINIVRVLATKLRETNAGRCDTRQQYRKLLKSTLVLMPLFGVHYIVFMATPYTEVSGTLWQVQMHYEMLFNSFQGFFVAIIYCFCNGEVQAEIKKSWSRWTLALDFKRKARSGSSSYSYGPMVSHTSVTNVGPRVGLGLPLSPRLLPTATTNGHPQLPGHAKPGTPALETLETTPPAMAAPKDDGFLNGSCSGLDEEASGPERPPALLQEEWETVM
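HEK-293-derived GP2 cells expressing PTHR1 and a GloSensor cAMP reporter, 3,000/well, plated overnight, given luciferin plus IBMX (each 0.5 mM as added) for 1 h at 37 °C, then compound for 1 h at 37 °C. Luminescence was read after 15 min at room temperature.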
* marks the source's active call; other numbers are inactive results; i = inactive; ? = inconclusive; . = not tested or not shown; [ ] = another dose, or the depositor's remark. Unless noted, calls follow the shape of the dose curve; as a rule, active = well fitted curve in the direction sought with a large enough effect; inconclusive = small, poorly fitted or top-dose-only effect, or another doubt; inactive = no such curve, though single readings can be large; an effect the other way counts as inactive or inconclusive. Not all compounds are listed (hit frequency here may not be typical).

Every second line gives: TDP-43 yeast inh	GLP-1R inv ag	Akt phos inh	Abeta yeast res	aSyn rescue	Mm-Cpn inhibitor	FUS yeast rescue	HEK293 tox	PTHR1 agonist
COc1ccc(-n2c(SCC(=O)NCc3ccccc3)nc3c([nH]c4ccccc43)c2=O)cc1
    17.9%	1.2%	.	-10.0%	-8.5%	.	1.4%	-1.2%	-12.6%
CCOc1cc(/C=N/NC(=O)c2ccc3c(c2)OCCO3)cc(Br)c1O
    -3.4%	14.3%	i	5.2%	-4.0%	-7.9%	0.4%	19.3%	i
COc1cccc(N(C(=O)c2ccco2)c2nc(-c3sc(NC(=O)c4ccco4)nc3C)cs2)c1
    17.4%	-15.3%	i	13.2%	0.4%	?	-4.4%	-3.4%	-11.6%
CCOC(=O)c1ccccc1NC(=O)CCOc1ccccc1
    27.6%	-10.2%	.	-13.6%	.	.	16.2%	0.7%	-9.3%
CC(=O)c1ccc([C@@H]2C[C@]34CN(Cc5cccc(C(F)(F)F)c5)S(=O)(=O)[C@H]3C[C@H]2O4)cc1
    21.8%	?	i	8.2%	-12.7%	0.5%	4.1%	6.9%	-57.8%[inhibitor]
O=C1CCCc2cc(S(=O)(=O)N3CCCC(C(=O)Nc4ccc(F)c(Cl)c4)C3)ccc2N1 (stereo not drawn)
    14.4%	?	.	-5.6%	3.6%	.	?	-11.4%	-31.6%[inhibitor]
Cc1cc2ncc(C(=O)Nc3ccccc3)c(C)n2n1
    -0.7%	9.5%	i	0.1%	-3.1%	-0.5%	15.9%	-1.7%	i
O=C(NCc1ccccc1)NC1(C(=O)Nc2ccc3c(c2)OCCO3)CCCCC1
    0.0%	0.0%	i	13.7%	-2.8%	-0.3%	23.2%	-10.5%	i
O=C(COc1ccc([N+](=O)[O-])cc1)Nc1cccnc1
    -9.2%	11.3%	i	-22.5%	4.8%	-2.5%	-5.4%	3.3%	i
Cc1ccc(CNC(=O)C2CCN(S(=O)(=O)c3ccc4c(c3)CC(C)N4C(=O)C3CC3)CC2)cc1 (stereo not drawn)
    -9.8%	-18.9%	i	1.6%	2.9%	0.0%	?	-4.2%	-29.6%
Cc1cc(=O)c(C(=O)Nc2cccc(C(=O)NC3CC3)c2)nn1-c1ccccc1
    18.0%	16.6%	i	-4.3%	-4.3%	.	-3.0%	-31.5%	i
CN(C(=O)c1ccccc1OCc1ccc(Cl)cc1)c1ccccc1
    -5.3%	?	i	-0.2%	0.5%	0.6%	26.5%	-7.0%	i
C/C(=N\NC(=O)C(O)c1ccccc1)c1ccc(Cl)s1 (stereo not drawn)
    11.9%	-22.4%	i	13.8%	1.0%	0.6%	7.9%	0.5%	-17.1%
COc1ccc(OC)c(C2=NOC(C(=O)NCc3ccccn3)C2)c1 (stereo not drawn)
    -3.0%	1.7%	i	24.1%	0.8%	-2.9%	.	17.6%	i
CCOC(=O)Cc1csc(NC(=O)CCC(=O)O)n1
    -12.7%	-2.8%	i	-1.4%	-1.2%	-0.5%	10.3%	-10.6%	-13.9%
CN(C)c1ccc(CNC(=O)CCCN2C(=O)CCn3nc(-c4cccn4C)cc32)cc1
    ?	-3.0%	.	-8.1%	.	.	11.0%	-4.0%	i
N/C(=N\N=C\c1cccc(O)c1)c1nonc1N
    9.2%	?	i	-18.9%	4.7%	0.2%	-0.4%	-13.8%	-52.3%[inhibitor]
COc1cc(NC(=O)CCC(=O)O)nc(OC)n1
    -6.1%	43.9%[activator]	i	12.7%	0.9%	-2.3%	6.7%	7.1%	i
COC(C[C@H](O)[C@@H](C)[C@@H](O)COCc1ccccc1)OC
    -8.1%	3.5%	i	-14.4%	-3.9%	-2.9%	-15.9%	-20.3%	-13.0%
COc1ccc(OCCSc2nc3nc(C)cc(C)n3n2)cc1
    9.1%	25.6%	i	0.7%	-0.1%	-0.3%	-17.8%	0.3%	?
COc1ccc([C@H]2C[C@H](O)[C@@H](n3cc(-c4ccc(F)cc4)nn3)CN2C(=O)c2cccs2)cc1
    9.2%	?	i	9.7%	-0.7%	.	35.5%	-6.3%	i
COc1cc(NC(=O)CNC(=O)Cn2c(C)cc3ccccc3c2=O)cc(OC)c1OC
    -2.0%	-13.3%	i	-9.9%	-1.6%	-4.2%	24.3%	-3.7%	i
C[C@H](CO)N1C[C@H](C)[C@@H](CN(C)S(=O)(=O)c2cn(C)cn2)Oc2c(NS(=O)(=O)c3ccccc3)cccc2C1=O
    15.3%	21.8%	i	3.7%	3.3%	-3.5%	-10.5%	-2.5%	-22.8%
CCOC(=O)c1ccc(NC(=O)CCc2nc(-c3ccc(Cl)cc3)no2)cc1
    13.6%	?	i	27.6%	1.6%	0.7%	-4.6%	-15.7%	-32.6%[inhibitor]
O=C(O)c1ccccc1SC1CC(=O)N(c2ccc3c(c2)OCO3)C1=O (stereo not drawn)
    -2.2%[9.22 µM]	2.0%	i	-38.6%[inhibitor]	-34.8%[inhibitor]	1.8%	25.8%	1.9%	i
CSc1ccccc1NC(=O)COc1ccc(S(=O)(=O)N2CCCC2)cc1
    10.4%	25.4%	i	5.2%	9.9%	0.0%	-0.4%	3.6%	-35.5%[inhibitor]
Nc1ccc2c(c1Cl)C(=O)c1ccc(N)c(Cl)c1C2=O
    -4.5%	49.8%[activator]	i	3.9%	0.0%	-2.4%	-2.8%	1.3%	-35.1%[inhibitor]
O=C1CCC(=O)N1c1ccc(S(=O)(=O)Nc2ccc(Br)cc2)cc1
    -8.7%	-9.1%	i	-12.8%	-5.1%	?	-8.2%	2.5%	-5.4%
COc1ccc(C(C(=O)NCc2ccccc2)N(C(=O)c2snc(C(N)=O)c2N)c2ccccc2OC)cc1OC (stereo not drawn)
    -12.2%	10.2%	i	-13.0%	0.2%	0.4%	26.6%	-2.3%	-4.6%
CN1CCN(S(=O)(=O)c2ccc(N3CCN(C(=O)c4ccccc4)CC3)nc2)CC1
    -1.7%	?	i	3.2%	3.0%	-1.1%	6.5%	-5.7%	-10.9%
Nc1cccc(N=[N+]([O-])c2cccc(N)c2)c1
    5.5%	12.8%	i	-9.2%	4.6%	.	4.5%	-8.4%	-15.6%
COc1cc(C(=O)COC(=O)Cc2cnc3sccn23)cc(OC)c1OC
    6.9%	5.3%	i	8.5%	-0.1%	0.1%	8.5%	-5.8%	i
Cc1cccc(CN2CCC(n3nccc3NC(=O)CCCc3ccccc3)CC2)c1
    16.9%	?	i	-6.2%	-6.0%	.	3.2%	-20.5%	-29.4%
COc1cc2[nH]c(=O)n(CCC(=O)N3CCN(Cc4ccccc4)CC3)c(=O)c2cc1OC
    -1.6%	7.1%	i	-4.7%	-2.4%	2.2%	8.6%	-3.7%	-7.2%
Cc1nnc(SCc2cc(=O)oc3cc(O)ccc23)n1Cc1ccccc1
    11.9%	2.3%	i	-2.4%	2.3%	-0.6%	1.3%	-23.2%	i
COCCCn1c(SC(C)C(=O)Nc2c(C)n(C)n(-c3ccccc3)c2=O)n[nH]c1=O (stereo not drawn)
    3.2%	-2.2%	i	-0.3%	1.6%	0.0%	-7.7%	10.2%	i
COc1ccc(NC(=O)c2oc3ccc4c(c3c2C)C(=O)CC(C)(C)O4)cc1OC
    26.0%	?	.	-18.5%	.	.	?	-4.7%	-28.4%
Cc1[nH]c(C)c(S(=O)(=O)N2CCN(c3cccc(Cl)c3)CC2)c1C(=O)N1CCCCC1
    8.4%	?	.	3.8%	4.4%	-4.1%	26.6%	2.0%	i
CCOCCCNC(=O)c1cnc2sc(N3CCCCC3)nn2c1=O
    17.3%	4.4%	.	-13.3%	.	.	-5.6%	-5.5%	-2.0%
COc1ccc(CCNC(=O)c2coc(=O)c(Br)c2)cc1
    -0.1%	?	i	-16.5%	-2.8%	-7.5%	-7.7%	?	-29.2%
O=C(NCc1ccc(-c2nc3ccccc3s2)cc1)c1ccc(Br)o1
    10.9%	5.7%	i	2.4%	8.3%	?	9.1%	-1.5%	i
O=C(CN1C(=O)c2ccccc2S1(=O)=O)NCCc1ccccc1
    12.3%	-1.8%	i	-0.7%	-1.5%	0.4%	-4.6%	-14.6%	-28.1%
CC(C)(C)N(Cc1ccccc1)C(=O)COC(=O)C1=NN(c2ccccc2)C(=O)CC1
    -31.0%[inhibitor]	3.9%	i	5.9%	0.2%	1.4%	4.9%	-4.6%	i
COc1cc(NC(=O)c2ccc(S(=O)(=O)N(C)c3ccccc3)cc2)cc(OC)c1
    0.0%	10µM*	i	-16.1%	-1.5%	-2.5%	39.3%	-12.2%	i
O=C(NC(Sc1ccc(Cl)cc1)C(=O)O)c1ccccc1 (stereo not drawn)
    17.2%	?	i	-2.4%	1.4%	.	-6.9%	-22.3%	1.4%

Bioassay records: PubChem BioAssay, National Center for Advancing Translational Sciences (NCATS)
